# Bioassay records: PubChem, National Center for Advancing Translational Sciences (NCATS)
# Rab9 promoter act = Rab9 promoter activation | Huh7 Rab9 promoter-luciferase reporter, luminescence, 24 h | actives 2.8% (n = 320,000) | Potency, µM (titrated, usually from 9.22 µM), for inactives: at the top dose activation, negative = inhibition, most hits filed as activators; further: potency means the concentration at half of the fitted maximal effect; % of control where 0% means no effect; nearly all actives have a fitted effect of over 60% in size
#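 Promoter activation is measured as luciferase luminescence in Huh7 cells stably transfected with a Rab9 promoter–luciferase construct, following 24 h compound exposure at 37 °C and 10 min reagent incubation at ambient temperature.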
# uPA surface inh = inhibitors of cell surface uPA generation | actives 0.31% (n = 330,000) | cell surface uPA generation assay, qHTS | Potency, µM (top dose mostly 38.3 µM), without a hit: at the highest dose activity change, negative = inhibition, hits mostly inhibitors; active means well fitted inhibition curve with a large enough effect; inconclusive means small, poorly fitted or top-dose-only effect; inactive means no such curve, though single readings can be large or run the other way; tested in mouse RAW 264.7 cells; further: potency means the concentration at half of the fitted maximal effect; on the % scale 0 is the no-effect control and ±100 the full control effect; nearly all actives have a fitted effect of over 55% in size
# KCNH2 3.1 block = inhibitors of human KCNH2 3.1 potassium channel isoform; activity change, % (tested at about 1.8 µM); U2OS KCNH2 3.1, thallium flux FluxOr; active compounds read low; AID 720553; actives 0.95% (n = 340,000);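 active means maximum activity change below -70%; inconclusive means maximum activity change from -70% to -50%; inactive means maximum activity change above -50%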;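 further: thallium influx rate constant from kinetic fluorescence after stimulation buffer; on the % scale 0 is the no-effect control and ±100 the full control effect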
#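 Normalized rate constant (relative to positive and negative DMSO controls) derived from a 2 min kinetic fluorescence read after stimulation; U2OS cells expressing the 3.1 isoform via virus at 1.77 x 10^8 /mL.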
# Coupling enz = coupling enzyme interference in Giardia aldolase counter-screen; coupling enzyme system counterscreen, AmpLite Red fluorescence; activity change, negative = inhibition, % at 58.2 µM, hits read low; actives 0.67% (n = 290,000); AID 2472; in the data active means activity change below about -30%; further: on the % scale 0 is the no-effect control and ±100 the full control effect
#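 Counterscreen of the coupled detection system alone, without aldolase: glyceraldehyde-3-phosphate coupling enzymes plus AmpLite Red readout. Compounds at 57.5 uM final, 10 min RT preincubation, 20 min RT reaction, fluorescence 525/598 nm.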
# FLuc modulator = inhibits or activates purified firefly luciferase, miR-21 counter-screen | P08659 | Potency, µM (doses to about 57.5 µM), for inactives: at the highest dose activity change, negative = inhibition, most hits filed as inhibitors | actives 6.9% (n = 360,000) | purified FLuc, Km substrates, luminescence inhibition;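 further: potency means the concentration at half of the fitted maximal effect; plate controls were vehicle for no effect and reference inhibitor for full effect; nearly all actives have a fitted effect of over 55% in size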
# Target sequence (P08659 whole entry, looked up): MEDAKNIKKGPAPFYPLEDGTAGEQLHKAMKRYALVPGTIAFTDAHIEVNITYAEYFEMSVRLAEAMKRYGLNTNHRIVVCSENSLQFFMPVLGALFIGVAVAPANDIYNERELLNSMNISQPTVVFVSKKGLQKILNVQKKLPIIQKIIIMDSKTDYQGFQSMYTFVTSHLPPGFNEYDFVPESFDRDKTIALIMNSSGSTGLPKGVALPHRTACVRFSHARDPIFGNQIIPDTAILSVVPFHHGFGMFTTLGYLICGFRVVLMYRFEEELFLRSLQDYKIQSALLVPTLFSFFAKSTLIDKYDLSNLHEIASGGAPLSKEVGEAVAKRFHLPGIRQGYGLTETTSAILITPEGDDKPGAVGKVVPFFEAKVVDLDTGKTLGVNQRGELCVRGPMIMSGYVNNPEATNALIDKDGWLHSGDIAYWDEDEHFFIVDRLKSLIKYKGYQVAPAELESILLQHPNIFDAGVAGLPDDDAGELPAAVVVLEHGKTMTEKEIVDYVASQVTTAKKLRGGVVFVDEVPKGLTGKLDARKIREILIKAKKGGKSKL
#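 Biochemical qHTS of compounds, final roughly 60 µM downward over six points, against 10 nM purified firefly luciferase using Km concentrations of substrates (10 uM D-luciferin, 10 uM ATP) in Tris acetate pH 7.5 buffer; luminescence output.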
# Gal4-VP16 FLuc = counter-screen for ROR gamma inhibitors: Gal4-VP16 reporter | Drosophila S2 Gal4-VP16 UAS-luciferase, luminescence, 20 h | Potency, µM (highest dose often 53.6 µM), inactives show at the top dose activity, negative = inhibition, actives largely listed as inhibitors | actives 3.5% (n = 310,000) | AID 2546;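 further: Gal4-VP16 expression switched on by copper sulfate through the metallothionein promoter; potency means the concentration at half of the fitted maximal effect; on the % scale 0 is the no-effect control and ±100 the full control effect; nearly all actives have a fitted effect of over 50% in size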
# ELG1 genotoxic = induces genotoxicity in HEK293T cells with luciferase-tagged ELG1. HEK293T ELG1-luciferase reporter, luminescence, 16 h. Potency, µM (series often up to 46 µM), for the others: at the top dose activity change, positive = activation, actives largely listed as activators. actives 1.3% (n = 330,000); further: potency means the concentration at half of the fitted maximal effect; % of control where 0% means no effect; nearly all actives have a fitted effect of over 60% in size
#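 Genotoxic stress is detected as increased luminescence from luciferase-tagged ELG1 in HEK293T cells, measured with ONE-Glo after a 16 hr treatment at 37 °C.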
# RORg inh = ROR gamma (mouse) transcription inhibition | P51450 | Drosophila S2 Gal4-RORgamma UAS-luciferase reporter, 20 h | Potency, µM (doses to about 53.6 µM), for the others: top-dose activity change, negative = inhibition, hits mostly inhibitors | actives 5.4% (n = 310,000); further: potency means the concentration at half of the fitted maximal effect; on the % scale 0 is the no-effect control and ±100 the full control effect; nearly all actives have a fitted effect of over 60% in size
#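 Schneider cells (Drosophila), stable Gal4 DBD–ROR gamma + UAS-luc; 1 hr cmpd preincubation; Cu2+ induction 700 uM final; 20 hr ambient; luminescence.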
# NPC1 prom act = activates the NPC1 promoter; Huh7 NPC1 promoter luciferase reporter, 24 h; Potency, µM (highest dose often 9.22 µM), for inactives: at the top dose activation, most hits filed as activators; actives 2.4% (n = 320,000);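 further: potency means the concentration at half of the fitted maximal effect; % of control where 0% means no effect; nearly all actives have a fitted effect of over 60% in size; reporter is driven by a mutant NPC1 promoter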
#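 Cells: Huh7 expressing luciferase under the NPC1 promoter, 1500/well. Seeded 2 h, compound added, incubated 24 h at 37 °C. Luciferase reagent, 10 min ambient, then luminescence.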
# Tb PFK inh = T. brucei PFK enzyme inhibition. T. brucei PFK, ADP-Glo luminescence. Potency, µM (top dose mostly 57.5 µM), for the others: top-dose activity, negative = inhibition, usual class: inhibitors. actives 0.17% (n = 330,000);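 further: potency means the concentration at half of the fitted maximal effect; 0% = uninhibited 1x PFK enzyme wells and -100% = no-enzyme wells; nearly all actives have a fitted effect of over 60% in size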
# Target sequence (O15648 whole entry, looked up): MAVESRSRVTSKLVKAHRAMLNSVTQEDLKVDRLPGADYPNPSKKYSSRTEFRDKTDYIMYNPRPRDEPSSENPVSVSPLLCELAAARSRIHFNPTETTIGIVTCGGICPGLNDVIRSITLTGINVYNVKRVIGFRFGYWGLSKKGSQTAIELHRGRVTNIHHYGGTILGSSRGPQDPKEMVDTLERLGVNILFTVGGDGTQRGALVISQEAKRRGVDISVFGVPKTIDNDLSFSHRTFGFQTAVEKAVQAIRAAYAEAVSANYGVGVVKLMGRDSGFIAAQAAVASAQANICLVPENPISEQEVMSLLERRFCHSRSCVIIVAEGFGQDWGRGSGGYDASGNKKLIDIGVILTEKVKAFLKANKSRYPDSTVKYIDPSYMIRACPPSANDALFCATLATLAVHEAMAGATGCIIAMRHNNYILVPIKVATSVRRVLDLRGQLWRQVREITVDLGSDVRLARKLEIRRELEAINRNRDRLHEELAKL
#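 Compounds were pin-transferred as a titration series up to 57 uM into substrate buffer (0.5 mM F6P, 0.1 mM ATP, pH 8.0), then 1.25 nM PFK was added and reactions ran 45 min before ADP-Glo detection.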
# Giardia kill = Giardia lamblia killing; Giardia lamblia trophozoite viability; activity change, % at 7.66 µM, hits read low; actives 0.15% (n = 340,000); AID 540267; in the data active means activity change below about -80%; inconclusive means between about -30% and that limit;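 further: parasites exposed to compound for two days anaerobically before the ATP read; on the % scale 0 is the no-effect control and ±100 the full control effect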
#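 Killing of trophozoites was scored by loss of ATP luminescence after a 48 hrs anaerobic exposure to compounds at 37 deg C, using 100 cells per well.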
# * marks the source's active call; other numbers are inactive results; ? = inconclusive; nt = no result given; & = joins results of further samples; [ ] = another dose, or the depositor's remark. Unless noted, the call rests on the fitted dose curve; in most records, active means well fitted curve in the direction sought with a large enough effect; inconclusive means small, poorly fitted or top-dose-only effect, or another doubt; inactive means no such curve, though single readings can be large; an effect the other way counts as inactive or inconclusive. The order is random. Share with any hit: about 14%.
# The line under a structure holds: Giardia kill	Tb PFK inh	FLuc modulator	Gal4-VP16 FLuc	Coupling enz	uPA surface inh	ELG1 genotoxic	Rab9 promoter act	KCNH2 3.1 block	NPC1 prom act	RORg inh
> CNC(=O)CSc1nc(-c2ccccc2)c(-c2ccccc2)[nH]1
→ -21	-5%	1%	-1%	3	nt	-1%	4%	1	-4%	7%
> O=C(Cc1c(Cl)cccc1Cl)OCC(=O)N1CCOCC1
→ 1	-1%	nt	nt	nt	-2%	3%	nt	20	nt	nt
> CCOC(=O)C(C)Sc1nc(N)c(NC(=O)c2ccc(OC)c(OC)c2)c(=O)[nH]1 (stereo not given)
→ 13	2%	-2%	-6%	0	15%	-7%	-3%	3	0%	?
> CCOC(=O)C1CCCN(C2CC(=O)N(c3cccc(C)c3)C2=O)C1 (stereo not given)
→ 6	2%	3%	2%	4	nt	1%	-4%	15	-1%	-22%
> COc1cc(/C=N/N=C(\N)c2nonc2N)cc(OC)c1O
→ -8	-1%	9.5µM*	7%	2	-2%	?	1%	6	-1%	-19%
> O=c1cc(Cl)[nH]n(-c2ccccc2)c1=O
→ -3	2%	-2%	0%	0	-7%	1%	0%	7	1%	-5%
> COc1ccccc1NC(=S)NC1CCCCC1
→ -12	-2%	2%	20µM*	5	-1%	-1%	-7%	3	-7%	4.5µM*
> COc1ccc(CCNC(=O)c2cc3c(=O)n4ccccc4nc3n(CCN3CCOCC3)c2=N)cc1
→ 9	0%	0%	-5%	4	-9%	-10%	-7%	-22	-2%	17%
> COc1ccccc1/C=C/C(=O)NC(=S)NCC1CCCO1 (stereo not given)
→ 7	-3%	?	?	-1	-4%	-13%	0%	3	-3%	2.8µM*
> CCC1(CC)Cc2ccccc2C(C2=C(O)CC(C)(C)CC2=O)=N1
→ -19	0%	5%	5%	-3	3%	1%	-1%	7	-7%	20%
> CCc1ccc(C(c2c(C)nn(-c3ccccc3)c2N)c2c(C)nn(-c3ccccc3)c2N)cc1
→ -9	0%	0%	-3%	0	1%	-3%	-1%	-19	-7%	7%
> Cc1cccc(-n2nnnc2SCC(=O)Nc2ccc(N3CCN(C)CC3)cc2)c1
→ -23	4%	2%	9%	-6	-4%	-4%	0%	-6	-5%	-21%
> O=C1NN(c2ccccc2)C(=O)/C1=C/c1ccc(Sc2cccc3ccccc23)o1
→ 6	0%	-2%	?	2	12%	3%	-2%	1	1%	?
> CC(=O)c1nnn(-c2nc(N3CCCC3)nc(N(c3ccccc3)c3ccccc3)n2)c1C
→ 7	12%	2%	1%	2	nt	0%	1%	-12	-2%	-1%
> O=C(CCC(=O)c1cccs1)NCC(=O)Nc1ccc(F)c(F)c1F
→ 0	0%	-2%	0%	2	3%	0%	-7%	-4	-2%	-4%[10 µM]
> COc1ccccc1-c1cc(C(=O)N2CCCc3ccccc32)no1
→ -8	8%	?	13%	-2	22%	9%	14%	-3	2%	-8%
> COc1ccc(CNC(=O)COC(=O)CCOc2ccccc2)cc1
→ -8	0%	-4%	-14%	3	4%	0%	4%	-10	-1%	-7%
> COc1ccc(CCn2c(SCC(=O)Nc3cc(C)on3)nc3ccsc3c2=O)cc1OC
→ 1	-2%	-6%	-9%	4	nt	2%	4%	-7	-2%	2%
> CCOC(=O)C1CCN(C2=NC(=O)/C(=C/c3ccc(Cl)cc3)S2)CC1
→ -3	-1%	?	3%	2	1%	-2%	-2%	-44	-2%	2%
> O=C1Nc2ccc(Cl)cc2/C1=C/C1CC=CCC1 (stereo not given)
→ 9	1%	0%	?	-2	-6%	-1%	-13%	-5	-2%	?
> COc1ccc(C(=O)NCCCOc2cccc(NC(C)=O)c2)cc1
→ -4	4%	?	3%	0	-2%	3%	2%	-4	-5%	7%
> Cc1ccc(NC(=O)CN(C)C(=O)c2cccc(-n3cccc3)c2)cc1
→ 11	?	1%	nt	nt	2%	1%	-7%	0	1%	nt
> Cc1onc(-c2ccccc2Cl)c1C(=O)OCC(=O)N1CCCc2ccccc21
→ -4	-3%	2%	-1%	0	8%	-13%	-1%	5	-1%	4%
> CCOc1cc(S(=O)(=O)NCCc2ccccc2C)c(OCC)cc1-n1cnnn1
→ -3	0%	1%	-7%	1	-3%	-2%	13%	-12	1%	-1%
> CS(=O)(=O)c1ccc2nc(NC(=O)Nc3ccc(Cl)c(Cl)c3)sc2c1
→ 0	-7%	4%	-4%	0	13%	3%	-14%	5	-4%	6%[10 µM]
> C=CCNC(=O)/C(C#N)=C/c1ccc(SC)cc1
→ -28	-6%	12µM*	11%	0	nt	11%	3%	5	0%	-2%
> COC(=O)/C=C/CC(C)OS(N)(=O)=O (stereo not given)
→ 9	0%	1%	-5%	2	1%	1%	0%	-1	2%	-24%
> COc1ccc(C)cc1NC(=O)CSc1nnnn1C1CCCC1
→ -6	1%	-2%	-2%	0	3%	0%	3%	10	-6%	13%
> CCCC(=O)c1cc2c(cc1NC(=O)c1ccccc1F)OCCO2
→ -4	1%	-5%&3%	5%	0	-3%	-3%	-4%	15	-6%	?
> Cc1ccnc(SCCn2c(N3CCN(C)CC3)nc3c2c(=O)[nH]c(=O)n3C)n1
→ nt	-1%	2%	-6%	1	nt	2%	-1%	nt	-1%	-31%

# Taken from above:
# Result of CCOC(=O)C1CCCN(C2CC(=O)N(c3cccc(C)c3)C2=O)C1 (stereo not given) in Rab9 promoter act: -4%
# Result of CCC1(CC)Cc2ccccc2C(C2=C(O)CC(C)(C)CC2=O)=N1 in Gal4-VP16 FLuc: 5%

# Single records, from the list above:
# CCOc1cc(S(=O)(=O)NCCc2ccccc2C)c(OCC)cc1-n1cnnn1 is listed with Giardia kill: -3; Tb PFK inh: 0%; FLuc modulator: 1%; Gal4-VP16 FLuc: -7%; Coupling enz: 1; uPA surface inh: -3%; ELG1 genotoxic: -2%; Rab9 promoter act: 13%; KCNH2 3.1 block: -12; NPC1 prom act: 1%; RORg inh: -1%
# O=C1NN(c2ccccc2)C(=O)/C1=C/c1ccc(Sc2cccc3ccccc23)o1 is listed with Giardia kill: 6; Tb PFK inh: 0%; FLuc modulator: -2%; Gal4-VP16 FLuc: ?; Coupling enz: 2; uPA surface inh: 12%; ELG1 genotoxic: 3%; Rab9 promoter act: -2%; KCNH2 3.1 block: 1; NPC1 prom act: 1%; RORg inh: ?

# (more compounds)
# The line under a structure holds: Giardia kill	Tb PFK inh	FLuc modulator	Gal4-VP16 FLuc	Coupling enz	uPA surface inh	ELG1 genotoxic	Rab9 promoter act	KCNH2 3.1 block	NPC1 prom act	RORg inh
> Cc1cc(-c2ccccc2)nc(N(C)C)c1S(C)(=O)=O
→ 11	-1%	0%	-2%	0	5%	2%	-1%	-4	-3%	-2%
> Cc1nnc(C)n1/N=C/c1ccc(O)cc1
→ 5	1%	4%	-4%	-1	6%	5%	0%	-1	-7%	-25%
> COc1ccc(Cl)cc1S(=O)(=O)NCc1ccncc1
→ -4	2%	1%	1%	0	5%	-10%	-2%	13	0%	10%
> COC(=O)[C@@H]1Cc2c([nH]c3ccccc23)C(C)N1C(=O)c1ccccc1 (stereo not given in full)
→ -26	-9%	0%	4%	-1	?	-6%	-2%	-2	-10%	14%
> CC(C)(C)NC(=O)CN1CCC(NC(=O)C23CC4CC(CC(C4)C2)C3)CC1
→ -1	7%	-4%	-3%	5	-1%	1%	-4%	2	-1%	1%
> Cn1c(CC(=O)Nc2ccccc2)nnc1SCC(=O)NC1CCCC1
→ -10	4%	2%	-8%	0	5%	3%	0%	1	-1%	-7%
> Cc1ccc(-c2nnc(SCC(=O)N/N=C/c3ccccc3C(=O)O)n2-c2ccc(Cl)cc2)cc1
→ -5	0%	2%	9%	38	-17%	-1%	7%	20	-5%	8%
